Source: PubChem BioAssay (National Center for Advancing Translational Sciences (NCATS))
Abeta yeast res = compounds reversing amyloid beta toxicity in yeast. yeast expressing A-beta42, growth rescue, OD600, 48 h; response scale: 0% DMSO, 100% iron-clioquinol control. Potency, µM (titrated, usually from 46.1 µM), without a hit: at the top dose growth rescue, usual class: activators. 410,000 compounds, 0.063% hits. AID 1347071; further: potency means the concentration at half of the fitted maximal effect; nearly all actives have a fitted effect of over 55% in size
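Yeast growth medium received pinned compounds, then yeast cells expressing toxic A-beta were added; plates incubated at 30 C for 48 hr. Growth read as absorbance at 600 nm, normalized to DMSO and equimolar FeCl3 plus clioquinol controls.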
EPAC2 antagonist = blocks human EPAC2 exchange factor; EPAC2 GEF exchange of Rap1B-BODIPY-GDP, fluorescence; Potency, µM (highest dose often 114 µM), for inactives: top-dose activity, negative = inhibition, most hits filed as inhibitors; 360,000 compounds, 0.18% hits; AID 720708; further: potency means the concentration at half of the fitted maximal effect; on the % scale 0 is the no-effect control and ±100 the full control effect; nearly all actives have a fitted effect of over 45% in size; many of its hits are not listed in these tables
Target sequence (Q8WZA2 whole entry, looked up): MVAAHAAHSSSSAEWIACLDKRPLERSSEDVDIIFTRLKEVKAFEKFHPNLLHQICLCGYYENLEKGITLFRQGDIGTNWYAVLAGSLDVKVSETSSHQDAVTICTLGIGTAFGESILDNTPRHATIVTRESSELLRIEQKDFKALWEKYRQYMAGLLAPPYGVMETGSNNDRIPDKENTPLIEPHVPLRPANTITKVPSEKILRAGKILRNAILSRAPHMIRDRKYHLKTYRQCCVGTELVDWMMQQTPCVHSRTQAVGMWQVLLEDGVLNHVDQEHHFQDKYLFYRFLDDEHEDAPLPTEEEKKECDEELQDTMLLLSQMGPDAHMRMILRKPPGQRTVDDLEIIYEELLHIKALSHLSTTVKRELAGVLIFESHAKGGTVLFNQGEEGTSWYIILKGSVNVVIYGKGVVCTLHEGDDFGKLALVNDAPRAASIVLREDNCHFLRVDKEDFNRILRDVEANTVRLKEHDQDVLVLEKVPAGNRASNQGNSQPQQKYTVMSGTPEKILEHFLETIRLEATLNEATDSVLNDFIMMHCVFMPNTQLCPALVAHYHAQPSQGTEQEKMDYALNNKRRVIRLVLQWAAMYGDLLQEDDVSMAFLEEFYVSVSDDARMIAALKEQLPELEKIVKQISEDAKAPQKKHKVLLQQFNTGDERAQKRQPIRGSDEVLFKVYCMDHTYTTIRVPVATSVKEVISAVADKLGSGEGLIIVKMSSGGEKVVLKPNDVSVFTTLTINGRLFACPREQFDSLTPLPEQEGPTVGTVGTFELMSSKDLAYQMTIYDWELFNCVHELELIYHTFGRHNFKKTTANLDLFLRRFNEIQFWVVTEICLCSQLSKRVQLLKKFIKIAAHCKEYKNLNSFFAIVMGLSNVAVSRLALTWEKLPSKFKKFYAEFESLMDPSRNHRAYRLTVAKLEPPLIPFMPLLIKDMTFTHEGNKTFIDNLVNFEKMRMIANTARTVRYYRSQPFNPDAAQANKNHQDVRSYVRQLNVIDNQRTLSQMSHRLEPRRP
TDP43 rescue = inhibitors of TDP-43 toxicity in yeast | TDP-43 expressing yeast growth rescue, BacTiter-Glo, 24 h | Potency, µM (top dose mostly 46.1 µM), for the others: at the highest dose growth rescue (activation), usual class: activators | 410,000 compounds, 1.8% hits; further: potency means the concentration at half of the fitted maximal effect; % of control where 0% means no effect; nearly all actives have a fitted effect of over 50% in size
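Yeast expressing TDP-43 (pregrown in raffinose, seeded at OD600=0.02 in galactose medium) exposed to compounds 24 hr at 30 deg C. Growth read by BacTiter-Glo luminescence; rescue of toxicity appears as increased signal.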
EPAC2 agonist = agonists of human EPAC2 (RAPGEF4). Q8WZA2. EPAC2 activation, biochemical qHTS; response scale: 100% = 6.5 mM cAMP response. Potency, µM (highest dose often 154 µM), for the others: at the highest dose activation, usual class: activators. 360,000 compounds, 0.079% hits. AID 720711; further: potency means the concentration at half of the fitted maximal effect; nearly all actives have a fitted effect of over 50% in size
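Nucleotide exchange monitored as fluorescence drop when BODIPY-GDP leaves Rap1B. Reaction: 100 nM EPAC2, 250 nM RAP1B-BODIPY-GDP, 50 uM GDP, room temperature, kinetic read over 30 min. Activity expressed relative to 6.5 mM cAMP.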
DRD3 antagonist = blocks the human D3 dopamine receptor | P35462 | D3R cells, DiscoveRx beta-arrestin luminescence, antagonist mode; stronger effect = lower value | max response, negative = inhibition, % | 360,000 compounds, 2.5% hits | AID 652054; in the data active means max response below about -50%; inconclusive means no clear call, values can overlap the other calls; further: on the % scale 0 is the no-effect control and ±100 the full control effect; mostly tested at two doses, the higher about 12 µM
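Cells expressing the human receptor were seeded at 1500 cells/well, incubated overnight at 37 degrees C in 5% CO2, then exposed to library compounds with dopamine controls for 90 minutes at 37 degrees C before luminescent detection.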
aSyn rescue = inhibitors of alpha-synuclein toxicity in yeast | Yeast expressing alpha-synuclein, growth rescue, BacTiter-Glo, 24 h | Potency, µM (doses to about 46.1 µM), for the others: at the highest dose growth rescue (activation), hits mostly activators | 370,000 compounds, 0.14% hits | AID 652106; further: potency means the concentration at half of the fitted maximal effect; % of control where 0% means no effect; nearly all actives have a fitted effect of over 65% in size
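Screening used galactose-induced yeast with toxic alpha-synuclein levels, exposed to compound for 24 hr at 30 deg C. Cell growth, read with BacTiter-Glo luminescence, gave the measured signal.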
D3 ag = agonists of human D3 dopamine receptor. P35462. D3R DiscoveRx beta-arrestin cells, luminescence, 90 min. max activation, %. 410,000 compounds, 0.58% hits. AID 652048; in the data active means max activation above about 30%; further: 0% is about no effect; mostly tested at two doses, the higher about 12 µM
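Cells at 1500/well, incubated overnight, then treated with pinned compounds (dopamine as control) for 90 min at 37 degrees C. DiscoveRx reagent added for 30 - 60 minutes at room temperature; luminescence read.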
FUS yeast rescue = rescues growth of FUS-expressing yeast. S. cerevisiae FUS-expressing, growth rescue, OD600, 24 h. Potency, µM (titrated, usually from 76.6 µM), for inactives: at the top dose growth rescue (activation), usual class: activators. 390,000 compounds, 0.24% hits;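 further: potency means the concentration at half of the fitted maximal effect; plate controls were DMSO vehicle for no effect and reference control for full effect; nearly all actives have a fitted effect of over 55% in size; some results filed as inactive show a strong effect at the top dose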
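Toxicity suppression screen in FUS-yeast. Cells induced with 2% galactose, starting OD 0.005, treated 24hr at 30C with compounds at multiple final concentrations; growth by OD600.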
The depositor's hits bear a star; u = inconclusive; x = no result given; [ ] = another dose, or the depositor's remark. Unless noted, the call rests on the fitted dose curve; in most records, active means well fitted curve in the direction sought with a large enough effect; inconclusive means small, poorly fitted or top-dose-only effect, or another doubt; inactive means no such curve, though single readings can be large; an effect the other way counts as inactive or inconclusive. An excerpt; the hit share may differ from the screen's.

The opening ten entries, ahead of the listing:
SMILES	Abeta yeast res	EPAC2 antagonist	TDP43 rescue	EPAC2 agonist	DRD3 antagonist	aSyn rescue	D3 ag	FUS yeast rescue
Cc1ccc(NC(=O)CC2SCCNC2=O)cc1Cl (stereo not given)	1%	1%	-13%	-3%	-12	-3%	-9	15%
CS(=O)(=O)N(CC(=O)NCCSCc1ccccc1)c1ccccc1Br	-4%	-2%	11%	9%	8	-1%	7	31%
COc1ccc(-n2nc3cc(C)c(NC(=S)NC(=O)c4ccccc4C)cc3n2)cc1	-17%	-5%	4%	11%	24	1%	23	19%
C[C@@H]1CN([C@@H](C)CO)C(=O)c2cc(C3=CCCCC3)cnc2O[C@H]1CN(C)C(=O)Nc1cccc(F)c1	7%	-8%	24%	7%	7	-18%	3	u
OCC1OC(n2cnc3c(NCc4ccccc4O)ncnc32)C(O)C1O (stereo not given)	0%	7%	4%	2%	-28	-12%	-7	x
O=C(CN1CCN(C(=O)CNC(=O)c2ccc3c(c2)OCO3)CC1)Nc1ccc(F)cc1	-12%	20%	-21%	2%	-11	-5%	-3	-5%
CCC(C)NC(=O)C1CCCN(S(=O)(=O)c2ccc3c(c2)CC(C)N3C(=O)C2CC2)C1 (stereo not given)	-3%	-1%	22%	7%	5	1%	0	13%
Cc1cc(N/N=C(/CCC(=O)O)C(=O)O)nc2ccccc12	-5%	12%	-19%	9%	-28	-2%	-9	5%
COc1ccc([C@@H]2CC=C(C(=O)O)CN2S(=O)(=O)c2ccc(Cl)cc2)cc1	-11%	5%	-12%	-1%	-18	-1%	5	7%
CCc1ccc(-c2nc(CN3CCC(C(=O)NCCc4ccc(C)cc4)CC3)c(C)o2)cc1	-8%	x	1%	x	x	x	0	2%

All compounds of this part (from the top)
SMILES	Abeta yeast res	EPAC2 antagonist	TDP43 rescue	EPAC2 agonist	DRD3 antagonist	aSyn rescue	D3 ag	FUS yeast rescue
Cc1ccc(NC(=O)CC2SCCNC2=O)cc1Cl (stereo not given)	1%	1%	-13%	-3%	-12	-3%	-9	15%
CS(=O)(=O)N(CC(=O)NCCSCc1ccccc1)c1ccccc1Br	-4%	-2%	11%	9%	8	-1%	7	31%
COc1ccc(-n2nc3cc(C)c(NC(=S)NC(=O)c4ccccc4C)cc3n2)cc1	-17%	-5%	4%	11%	24	1%	23	19%
C[C@@H]1CN([C@@H](C)CO)C(=O)c2cc(C3=CCCCC3)cnc2O[C@H]1CN(C)C(=O)Nc1cccc(F)c1	7%	-8%	24%	7%	7	-18%	3	u
OCC1OC(n2cnc3c(NCc4ccccc4O)ncnc32)C(O)C1O (stereo not given)	0%	7%	4%	2%	-28	-12%	-7	x
O=C(CN1CCN(C(=O)CNC(=O)c2ccc3c(c2)OCO3)CC1)Nc1ccc(F)cc1	-12%	20%	-21%	2%	-11	-5%	-3	-5%
CCC(C)NC(=O)C1CCCN(S(=O)(=O)c2ccc3c(c2)CC(C)N3C(=O)C2CC2)C1 (stereo not given)	-3%	-1%	22%	7%	5	1%	0	13%
Cc1cc(N/N=C(/CCC(=O)O)C(=O)O)nc2ccccc12	-5%	12%	-19%	9%	-28	-2%	-9	5%
COc1ccc([C@@H]2CC=C(C(=O)O)CN2S(=O)(=O)c2ccc(Cl)cc2)cc1	-11%	5%	-12%	-1%	-18	-1%	5	7%
CCc1ccc(-c2nc(CN3CCC(C(=O)NCCc4ccc(C)cc4)CC3)c(C)o2)cc1	-8%	x	1%	x	x	x	0	2%
CN(C)c1ccc(-c2ccnc3c2CC(C)(C(=O)Nc2cccc(Oc4ccccc4)c2)O3)cc1 (stereo not given)	-10%	14%	24%	3%	6	0%	-1	32%
O=C1c2ccccc2NC(c2ccccn2)N1c1ccc(Cl)cc1 (stereo not given)	14%	5%	-1%	3%	27	2%	-5	16%
CCCCCCN1C=CC(=C2C(=O)c3ccccc3C2=O)C=C1	-15%	6%	15%	14%	22	-13%	3	-14%
CC1(C)c2[nH]c3ccccc3c2C[C@H]2C(=O)N(CCCO)CC(=O)N21	-3%	6%	0%	0%	0	10%	1	-32%
CC(=O)N1N=C(c2ccccc2)CC1c1cn(C)c2ccccc12 (stereo not given)	-1%	u	20µM*	12%	0	20%	6	x
CCOc1cc(/C=N/NC(=O)C(O)(c2ccccc2)c2ccccc2)ccc1OC(=O)c1ccco1	0%	-9%	-2%	9%	36	-15%	4	16%
CCCN(CCC)CCNC(=O)Cn1cnc2sc(C)c(S(=O)(=O)N3CCOCC3)c2c1=O	-7%	16%	-10%	1%	16	-5%	2	13%
CC1CN(c2sc(S(C)(=O)=O)nc2S(=O)(=O)c2ccc(Cl)cc2)CC(C)O1 (stereo not given)	9%	2%	-2%	-12%	-4	-1%	2	-4%
CC1(C)OC(=O)C=C(CC2NS(=O)(=O)OC3CCCCC23)O1 (stereo not given)	-17%	-4%	-3%	9%	-16	1%	2	-20%
CCCCn1c(N)c(N(CC(C)C)C(=O)c2ccc3c(c2)NC(=O)C(C)S3)c(=O)[nH]c1=O (stereo not given)	1%	20%	10%	-4%	13	1%	1	18%
COc1cccc(Cn2c(=O)n(CC3CCC(C(=O)NC(C)C)CC3)c(=O)c3sccc32)c1 (stereo not given)	-14%	x	u	x	x	x	1	-38%
Cc1ccc(N(CCC#N)C(=O)CSc2nc3ccccc3c(=O)[nH]2)cc1	1%	-7%	7%	-3%	6	0%[1.84 µM]	1	12%
NC(=O)C(CC(=O)O)NC(=O)[C@@H]1CCOc2c(I)cc([N+](=O)[O-])cc2C(=O)N[C@@H](CO)C(=O)N[C@@H](Cc2ccc(O)cc2)C(=O)N1 (stereo not given in full)	-11%	4%	7%	9%	4	6%	0	12%
NC(=O)c1ccsc1NC(=O)COC(=O)c1ccncc1	-4%	10%	-5%	-6%	15	-1%	19	-3%
COc1cc(/C=C/CO)cc(OC)c1OC/C=C(\C)CCC=C(C)C	5%	u	u	-14%	27	-23%	3	u
Cc1nnc(SCCn2c(N3CCC(Cc4ccccc4)CC3)nc3c2c(=O)[nH]c(=O)n3C)s1	u	u	-21%	-8%	0	0%	-2	14%
CCOC(=O)c1ccc(NC(=O)CSc2nnc(-c3cccs3)n2C)cc1	11%	-7%	-10%	2%	-29	-6%	0	11%
O=C(CN1CCC(n2nnc3cc(C(F)(F)F)ccc32)CC1)N1CCc2ccccc21	-13%	-13%	-14%	9%	-26	11%	-15	14%
CCCCN(C)CCNC(=O)CCNC(=O)Cn1ccc2ccccc2c1=O	5%	0%	5%	-4%	-11	2%	-6	-12%
Cc1cc(N2CCOCC2)nc(N2CCOCC2)c1C#N	-11%	-9%	u	1%	17	3%	1	-12%
CN(C)c1ccc(CNC2C3CC4CC(C3)CC2C4)cc1 (stereo not given)	9%	-6%	21%	11%	u	10%	-6	35%
O=C(O)c1ccc(CNC(=O)c2ccc3c(c2)OCCO3)cc1	-9%	4%	-12%	8%	6	3%	5	-15%
CC(C)C(=O)Nc1c2c(nn1-c1ccccc1)CSC2	-3%	7%	10%	6%	-3	-6%	-1	-19%
COc1ccc2c(c1OC)C(=O)OC2Nn1cncn1 (stereo not given)	-12%	8%	-9%	5%	10	2%	1	14%
COc1ccc(OC)c(S(=O)(=O)Nc2ccccc2C(=O)N2CCCCC2)c1	-1%	-3%	-1%	3%	0	-6%	8	1%
CCCCc1c(-c2ccccc2OC)ncn1CCc1cccc(F)c1	-7%	u	-11%	9%	-18	0%	-7	16%
CN(C)/C=N/C(=S)Nc1cc(Cl)cc(Cl)c1	u	14%	13%[9.22 µM]	16%	5	17%	0	18%
CC1(C(=O)NS(=O)(=O)c2ccc(C#N)cc2)CCN1C(=O)Cc1ccsc1 (stereo not given)	-8%	-3%	17%	7%	-2	-3%	-7	-11%
CCN(CC)Cc1c(C(=O)N/N=C/c2ccc(OCc3ccccc3C)cc2)nnn1-c1nonc1N	5%	-6%	u	6%	1	-7%	2	-5%
COCCNC(=O)C(OC(=O)c1ccco1)c1ccccc1Cl (stereo not given)	6%	-8%	-1%	0%	16	5%	12	15%
O=C(CSC1=Nc2ccccc2C2CC=NN12)Nc1ccc(F)cc1Cl (stereo not given)	-23%	-2%	-7%	5%	-14	10%	-4	2%
CCCc1ccc(S(=O)(=O)N2CCN(Cc3ccco3)CC2)cc1	-2%	-2%	13%	-2%	u	2%	-30	x
COc1ccc(-c2cn3cccnc3n2)cc1NC(=O)C1CCCC1	7%	6%	0%	11%	-11	0%	8	-8%
COc1ccc(/C(N)=N/OC(=O)c2cccc([N+](=O)[O-])c2)cc1OC	0%	7%	39%	3%	u	-3%	1	x
O=C(c1ccc2c(c1)OCO2)N1CCc2ccccc21	-12%	-16%	-7%	11%	-2	0%	-9	0%
Cc1ccc(CN2COc3ccc4c(-c5ccccc5)cc(=O)oc4c3C2)cc1	-10%	x	-1%	x	x	x	-12	-1%
CCOc1ccccc1N1CC(c2nc3ccccc3n2CCCCOc2ccccc2)CC1=O (stereo not given)	-13%	x	-12%	x	x	x	-2	-6%
COc1cc(NC(=O)CC2C(=O)N(c3ccc(Cl)cc3)C(=O)N2Cc2cccs2)cc(OC)c1 (stereo not given)	-6%	x	11%	x	x	x	16	34%
O=C(O)C1C2C=CC(C2)C1C(=O)Nc1cccc(F)c1 (stereo not given)	-9%	14%	6%	4%	-14	-11%	-3	28%
O=c1c2[nH]cnc2n(-c2cccc(F)c2)c(=O)n1Cc1ccccc1	-6%	6%	4%	4%	-7	-1%	-2	-22%
CCOC(=O)[C@]12CCCC=C1N(CCc1ccc(OC)c(OC)c1)C(=O)[C@H](CC(=O)NCCCCc1ccccc1)C2	-6%	-11%	19%	1%	-3	27%	-11	u
